IMP-1 inh: inhibitors of Pseudomonas aeruginosa IMP-1 metallo-beta-lactamase | purified IMP-1, nitrocefin hydrolysis, epi-absorbance fluorescence | inhibition, % at 5.6 µM | 290,000 tested, 0.45% active;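 active means inhibition above the mean plus 3 SD of all compounds in the same screening run, cut at about 4.5% in these data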;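 further: 0% = IMP-1 with DMSO and 100% = DMSO wells lacking enzyme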
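Material – recombinant IMP-1 enzyme, purified · Amount – IMP-1 0.2 nM before substrate addition · Medium – HEPES buffer pH 7.1 with ZnSO4 and Brij 35 · Timing – 25 °C, 15 min preincubation, 25 min reaction · Measured by – plate fluorescence quenching by hydrolysis product, ex 480/em 530 nm · Read-out – percent enzyme inhibition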
NALP1 inh: inhibitors of NALP1 inflammasome in yeast | AID 2071 | inhibition, % at 10 µM | 280,000 tested, 0.61% active | S. cerevisiae NALP1/ASC/caspase-1 growth, X-gal OD620, 72 h; in the data active means inhibition mostly above about 24%, no sharp cut-off; inactive means mostly below about 32%; further: some compounds called inactive have numbers as strong as hits
PHOSPHO1 block: PHOSPHO1 (human) inhibition; Q8TCT1; recombinant PHOSPHO1, absorbance phosphatase assay; inhibition, % at 13.3 µM; 290,000 tested, 1.1% active; in the data active means inhibition above about 60%
Target sequence (Q8TCT1 whole entry, looked up): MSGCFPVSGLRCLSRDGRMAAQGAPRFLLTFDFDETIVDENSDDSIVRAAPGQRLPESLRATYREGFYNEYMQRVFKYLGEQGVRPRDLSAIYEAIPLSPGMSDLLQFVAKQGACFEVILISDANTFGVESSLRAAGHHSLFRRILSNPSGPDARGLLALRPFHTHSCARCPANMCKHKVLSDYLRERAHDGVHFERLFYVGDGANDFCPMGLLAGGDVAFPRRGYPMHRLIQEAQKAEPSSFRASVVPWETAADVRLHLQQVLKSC
IDE act: activators of human insulin-degrading enzyme in cells | P14735 | HEK cells, FAbeta-B cleavage, fluorescence polarization; 0% vehicle, 100% cell-free pure enzyme wells | activation, % at 5.96 µM | 340,000 tested, 0.073% active | AID 493087;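 active means activation above the mean of all tested compounds plus 3 SD, set per screening campaign, cut at about 17% in these data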
IDE inh: inhibits human insulin-degrading enzyme in HEK cells | FAbetaB cleavage, fluorescence polarization | inhibition, % at 5.59 µM | P14735 | 320,000 tested, 0.41% active | AID 434962;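 active means percent inhibition above the average of all tested compounds plus 3 SD, set per screening campaign, cut at about 16% in these data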;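 further: IDE supplied by intact live HEK cells; FP after avidin binding of uncleaved biotin substrate so inhibition keeps polarization high; 0% = DMSO wells and 100% = 60 µM reference IDE inhibitor Ii1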
VIM-2 inh: inhibitors of Pseudomonas aeruginosa VIM-2 metallo-beta-lactamase. AID 1527. 290,000 tested, 0.89% active. inhibition, % at 5.6 µM. purified VIM-2, nitrocefin hydrolysis, epi-absorbance fluorescence;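 active means inhibition above the mean of all tested compounds plus 3 SD, cutoff set per screening run, cut at about 7.5% in these data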;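 further: red hydrolysis product quenches plate fluorescence so inhibitors raise well fluorescence; 0% = enzyme with DMSO and 100% = DMSO without enzyme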
pCIP destab: lowers stability of the mouse p/CIP coactivator protein; decrease of EGFP signal, % at 10 µM; Q05BA5; 290,000 tested, 0.01% active; F442A p/CIP-EGFP cells, EGFP fluorescence, 16 h;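 active means EGFP signal decrease of at least 30% at 10 µM or well 3 SD below plate mean, unless failing retest; inactive means the rest, including hits failing retest or dose response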; further: some compounds called inactive have numbers as strong as hits; many of its hits are not listed in these tables
GPR7 antagonist: human neuropeptides B/W receptor 1 antagonism. 290,000 tested, 1.1% active. GPR7-expressing cells, fluorescence antagonist assay. inhibition, % at 4.4 µM. P48145; in the data active means inhibition above about 16%, passing the limit was not always enough;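 further: cells stimulated with the agonist NPW; 0% = agonist with vehicle and 100% = vehicle without agonist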
Target sequence (P48145 whole entry, looked up): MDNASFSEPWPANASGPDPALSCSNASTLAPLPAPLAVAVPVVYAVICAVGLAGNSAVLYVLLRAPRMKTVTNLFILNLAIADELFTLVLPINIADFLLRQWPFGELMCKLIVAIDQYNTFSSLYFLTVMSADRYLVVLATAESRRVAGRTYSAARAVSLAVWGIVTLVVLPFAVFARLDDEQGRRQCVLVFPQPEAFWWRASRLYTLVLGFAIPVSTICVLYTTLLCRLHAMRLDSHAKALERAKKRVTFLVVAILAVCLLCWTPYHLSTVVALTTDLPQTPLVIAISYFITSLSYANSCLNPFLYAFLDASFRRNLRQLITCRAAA
M18AAP inhibitor: PfM18AAP enzyme inhibition; 290,000 tested, 1.2% active; recombinant PfM18AAP, H-Glu-NHMec fluorogenic cleavage; AID 1822; inhibition, % at 7.35 µM;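 active means inhibition above the campaign mean inhibition over all tested compounds plus 3 SD, cut at about 28% in these data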;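 further: 0% = plate median of test compound wells and 100% = 2 mM ZnCl2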
An asterisk follows results filed as active; / = no result given.

[1] Nc1ccccc1C(=O)OCc1ccc([N+](=O)[O-])cc1
[2] CN1CCN(c2ncnc3nc[nH]c23)CC1
[3] CCCCn1c(=O)c(C(=O)Nc2nnc(C(C)C)s2)c(O)c2ccccc21
[4] CCN(CC)c1ccc(N=Cc2c(O)[nH]c(=O)[nH]c2=O)cc1
[5] CC(C)n1c(=O)c(C=Nc2cccc([N+](=O)[O-])c2)c(O)n(CCc2ccccc2)c1=O
[6] COc1ccccc1N1CCN(Cc2cnc(-c3ccccc3)[nH]2)CC1
[7] CCCCC/C(=N\O)c1c[nH]c2ccccc12
[8] CCCNC(=O)c1c(N)n(Cc2ccco2)c2nc3ccccc3nc12
entry no.	1	2	3	4	5	6	7	8
IMP-1 inh	-3.6	-2.5	-4.0	-4.2	2.4	-3.0	-0.1	-3.0
NALP1 inh	-7	10	10	16	24	10	8	12
PHOSPHO1 block	8	27	50	9	-9	10	-4	5
IDE act	-2	-3	/	1	-5	5	0	/
IDE inh	1	3	-10	10	2	1	-3	10
VIM-2 inh	-1.6	-5.0	-2.3	-1.5	-0.4	-3.2	2.5	-6.4
pCIP destab	-1	-110	-4	-10	-8	-5	-10	-9
GPR7 antagonist	6	-10	-8	-11	-10	-12	0	8
M18AAP inhibitor	3	-3	-3	44*	2	-1	-4	15

[9] C=CCn1c(O)c(C(CC)=NCCN2CCN(C(=S)NC)CC2)c(=O)[nH]c1=O
[10] COC(=O)C(O)(c1ccc(NC(=S)NC(=O)c2ccc(Cl)cc2Cl)c(C)c1)C(F)(F)F (stereo unspecified)
[11] COC(=O)c1c(N)n(Cc2ccc(OC)cc2)c2nc3ccccc3nc12
[12] COc1ccc(CC(=O)Nc2ccc3c(C(F)(F)F)cc(=O)oc3c2)cc1OC
[13] CN(C)[C@@H]1C(=O)C(C(N)=O)=C(O)[C@@]2(O)C(=O)C3=C(O)c4c(O)ccc(Cl)c4[C@@](C)(O)C3C[C@@H]12 (stereo partly specified)
[14] O=C(Cn1ncc2c3ccccc3n(Cc3cccc(Cl)c3)c2c1=O)N1CCC2(CC1)OCCO2
[15] CN(C)C(=O)OCc1n(C)cc[n+]1C
[16] NC(=O)Cn1cc(C(=O)c2ccccc2)c2ccccc21
entry no.	9	10	11	12	13	14	15	16
IMP-1 inh	-2.7	-2.2	-2.2	-3.3	0.0	-4.5	-3.9	-5.6
NALP1 inh	-22	16	-4	8	132*	9	26	17
PHOSPHO1 block	4	-2	-21	-24	1	16	0	35
IDE act	8	6	-2	-4	7	-2	6	-1
IDE inh	8	0	-4	-5	/	5	-4	0
VIM-2 inh	-1.7	-3.5	-2.4	0.1	1.8	-5.8	-2.9	-2.0
pCIP destab	10	-23	-3	2	-1	-7	12	9
GPR7 antagonist	-7	8	-4	1	8	2	-8	-2
M18AAP inhibitor	-10	-10	16	1	14	9	2	0

[17] Oc1ccc(C(=C(Cl)Cl)c2ccc(O)cc2)cc1
[18] CC1C(c2cccs2)=[N+]([O-])C(C)(C(=O)c2ccc(F)cc2)N1O (stereo unspecified)
[19] CCOC(=O)c1cncn1C(C)c1ccccc1 (stereo unspecified)
[20] CCOC(=O)C1=C(N)OC(C)=C(C(=O)OCCOC)C12C(=O)Nc1ccccc12 (stereo unspecified)
[21] O=[N+]([O-])c1cc(S(=O)(=O)c2ccc(O)c([N+](=O)[O-])c2)ccc1O
[22] CN(C)/C=C(\C=[N+](C)C)c1[nH]ncc1[N+](=O)[O-]
[23] c1ccc2c(CCNC3=NCCC3)c[nH]c2c1
[24] O=C(Cn1cc(C(=O)c2ccccc2F)c2ccccc21)NCc1ccco1
entry no.	17	18	19	20	21	22	23	24
IMP-1 inh	-3.8	0.0	-2.1	-6.5	-1.8	-0.9	-4.4	-1.5
NALP1 inh	5	/	9	32	21	35*	23	24
PHOSPHO1 block	16	/	7	14	-2	-10	-2	6
IDE act	/	2	4	-1	2	3	0	4
IDE inh	2	-2	2	1	2	-1	1	-6
VIM-2 inh	-1.8	1.7	-2.6	-5.9	-2.8	-1.7	-1.1	-1.1
pCIP destab	2	/	-7	3	2	4	13	2
GPR7 antagonist	3	-17	4	-13	-5	-19	-10	-14
M18AAP inhibitor	7	0	-9	1	-6	2	0	-8

Fetched by structure from the entries so far:
[21] O=[N+]([O-])c1cc(S(=O)(=O)c2ccc(O)c([N+](=O)[O-])c2)ccc1O
[17] Oc1ccc(C(=C(Cl)Cl)c2ccc(O)cc2)cc1
[19] CCOC(=O)c1cncn1C(C)c1ccccc1 (stereo unspecified)
[20] CCOC(=O)C1=C(N)OC(C)=C(C(=O)OCCOC)C12C(=O)Nc1ccccc12 (stereo unspecified)
[23] c1ccc2c(CCNC3=NCCC3)c[nH]c2c1
entry no.	21	17	19	20	23
IMP-1 inh	-1.8	-3.8	-2.1	-6.5	-4.4
NALP1 inh	21	5	9	32	23
PHOSPHO1 block	-2	16	7	14	-2
IDE act	2	/	4	-1	0
IDE inh	2	2	2	1	1
VIM-2 inh	-2.8	-1.8	-2.6	-5.9	-1.1
pCIP destab	2	2	-7	3	13
GPR7 antagonist	-5	3	4	-13	-10
M18AAP inhibitor	-6	7	-9	1	0

Next results follow:
[25] Cc1cc(/C=C2\C(=O)NC(=O)N(c3ccccc3F)C2=O)c(C)n1-c1cc(C(=O)O)cc(C(=O)O)c1
[26] O=C(c1ccc(C(F)(F)F)cc1)C1CCCN(Cc2ccc(CO)o2)C1 (stereo unspecified)
[27] CC(C)N1CC=C(c2c[nH]c3ccccc23)CC1
[28] COc1cccc(CNCCc2c[nH]c3ccccc23)c1
[29] C=CCn1c(O)c(C(C)=Nc2ccc(N(CC)CC)cc2)c(=O)[nH]c1=O
[30] O=C(C1CCCN(S(=O)(=O)c2cccc3nsnc23)C1)N1CCC2(CC1)OCCO2 (stereo unspecified)
[31] CC1CCC(NCC(O)c2ccccc2)CC1 (stereo unspecified)
[32] CCOP(=O)(OCC)Oc1cc(C)c(N(C)C)c(C)c1
entry no.	25	26	27	28	29	30	31	32
IMP-1 inh	-1.6	-0.4	-2.4	-0.1	-1.8	-4.6	-2.1	-2.0
NALP1 inh	8	14	14	19	16	-28	-4	23
PHOSPHO1 block	24	27	14	37	7	21	2	36
IDE act	-5	-3	-5	-2	4	/	3	1
IDE inh	-1	1	3	1	5	2	-3	/
VIM-2 inh	-0.7	0.6	-1.9	0.7	-6.1	-2.1	2.1	-3.2
pCIP destab	1	-4	-30	4	-6	-9	-13	-9
GPR7 antagonist	10	-14	-2	34	-6	1	-7	-6
M18AAP inhibitor	30*	-1	-2	7	29*	-5	0	-1

[33] CC12CN3CCN(CC(C3)/C1=N/NC(N)=O)C2
[34] O=C1NC(=S)NC(=O)C12C(c1ccccc1)NC(=S)NC2c1ccccc1 (stereo unspecified)
[35] CN1C[C@H](CO)C[C@@H]2c3cccc4[nH]cc(c34)C[C@H]21
[36] O=C1C2(c3ccccc3)CN3CN(C2)CC1(c1ccccc1)C3
[37] CC1(C)CSC(Nc2ccc(F)c(Cl)c2)=N1
[38] O=C(NC1(C(F)(F)F)Oc2ccc(Cl)cc2O1)N1CCC2(CC1)OCCO2 (stereo unspecified)
[39] O=C(c1ccccc1F)c1cn(Cc2ccccc2)c2ccccc12
[40] C[C@H]1O[C@@H](O[C@H]2[C@@H](O)C[C@H](O[C@H]3[C@@H](O)C[C@H](O[C@H]4CC[C@@]5(C)[C@H](CC[C@@H]6[C@@H]5CC[C@]5(C)[C@@H](C7=CC(=O)OC7)CC[C@]65O)C4)O[C@@H]3C)O[C@@H]2C)C[C@H](O)[C@@H]1O
entry no.	33	34	35	36	37	38	39	40
IMP-1 inh	-4.1	0.3	1.7	-2.5	-1.3	-4.2	-1.7	-2.6
NALP1 inh	-5	3	-1	35	16	8	1	12
PHOSPHO1 block	-8	5	33	-2	1	21	1	11
IDE act	-2	3	-4	0	2	0	-4	/
IDE inh	8	0	7	-1	0	5	0	/
VIM-2 inh	-3.1	0.8	-2.5	-2.8	-1.3	-1.9	-2.8	-3.6
pCIP destab	-8	-2	-7	8	-2	-22	-10	3
GPR7 antagonist	1	2	-13	2	-5	7	-7	-2
M18AAP inhibitor	-8	1	9	0	-1	98*	3	2

[41] CNCC(C)c1ccccc1 (stereo unspecified)
[42] CC(=O)N(C1=NCCCS1)c1ccccc1Cl
[43] O=C(Nc1ccc(Cl)cc1)N1CC2CC(C1)c1cccc(=O)n1C2 (stereo unspecified)
[44] CSc1ncc(/C=C2/C(=O)NC(=O)N(C3CCCCC3)C2=O)cn1
[45] CC(=O)OC1(c2ccccc2)CCN(C)CC1(C)C (stereo unspecified)
[46] c1ccc2cc(C3N4CCCN34)ccc2c1 (stereo unspecified)
[47] Oc1ccc(/C=N/NP(=S)(c2ccccc2)c2ccccc2)c(O)c1O
[48] CCCCCn1c(=O)c(C(=O)NCc2ccccc2)c(O)c2ccccc21
entry no.	41	42	43	44	45	46	47	48
IMP-1 inh	-2.1	-1.6	0.0	-0.9	-2.2	-1.3	-5.3	-0.5
NALP1 inh	11	20	21	-5	-1	13	-6	24
PHOSPHO1 block	37	2	37	42	21	-12	84*	23
IDE act	4	6	-2	4	1	1	-10	3
IDE inh	-4	2	-4	0	-3	5	-2	0
VIM-2 inh	-0.2	-3.5	0.8	-0.6	-3.6	0.3	-1.3	0.1
pCIP destab	-13	-3	-5	-18	-1	-1	-11	-14
GPR7 antagonist	1	-4	2	-16	-11	-9	-1	-8
M18AAP inhibitor	-18	0	-15	1	-10	-12	33*	-4

[49] Cc1ccc(N2C(=O)NC(=O)/C(=C\c3cc(C)n(-c4ccc(C(=O)O)cc4)c3C)C2=O)cc1
[50] COC(=O)C(O)(c1ccc(NC(=O)c2ccccc2)cc1)C(F)(F)F (stereo unspecified)
[51] O=C(Cn1cnc2sc3c(c2c1=O)CCCC3)NCCC(=O)N1CCC2(CC1)OCCO2
[52] O=C1CCN(C(=O)CNC(=O)Cc2ccccc2)CC1
[53] CCN(CC)c1ccc(CN(C)CCc2ccc(OC)c(OC)c2)cc1
[54] CCOP(=O)(/C=C(\Cl)c1ccccc1)C(O)c1ccc(F)cc1 (stereo unspecified)
[55] COc1ccc(-c2cc(=NCC(=O)O)c3ccccc3o2)cc1
[56] NC1=Nc2ccccc2Oc2ccccc21
[57] CNC(=O)Nc1ccc(C(=O)N/N=C\C23CC[C@@H](O)CC2(O)CC[C@@H]2[C@@H]3CCC3(C)C(C4=CC(=O)OC4)CCC23O)cc1 (stereo partly specified)
entry no.	49	50	51	52	53	54	55	56	57
IMP-1 inh	-0.7	-5.6	-4.5	0.2	-0.7	-1.9	-3.5	-1.4	-3.4
NALP1 inh	16	0	-3	8	8	9	-2	2	0
PHOSPHO1 block	37	0	36	6	23	16	24	32	-23
IDE act	0	5	7	-2	2	-3	-1	-4	0
IDE inh	-4	4	-1	6	0	0	7	8	4
VIM-2 inh	0.1	-3.0	-0.9	-0.6	-0.2	-2.5	-0.1	-1.8	-1.3
pCIP destab	-7	-16	-1	-4	0	-19	-1	-16	-10
GPR7 antagonist	-5	19	-5	0	-8	4	5	-4	-10
M18AAP inhibitor	15	5	2	-4	-2	-1	4	-2	10

Screens as filed in PubChem BioAssay.

Some of the compounds tested (hit frequency here may not be typical).
